cytoskel mod – alters cytoskeleton assembly in HUVEC cells | inhibition, % at 2 µM | 91,000 tested, 0.18% active | HUVEC TNFa F-actin phalloidin imaging, high content;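 active = inhibition above the batch mean plus 3 SD and confirmed as a hit by visual image inspection, cut at about 30% in these data, passing the limit was not always enough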; also: strong numbers were not always called active
Smad3 inh – inhibitors of human Smad3 transcription factor binding. P84022. TR-FRET Smad3/Dy647-FoxH1 peptide binding, europium anti-His. inhibition, % at 25 µM. 88,000 tested, 0.29% active. AID 630;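 active = compounds that reduce the energy-transfer binding signal between the protein and its labelled peptide by more than half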;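 also: 0% = Smad3 plus labelled peptide maximal FRET and 100% = peptide-only background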
Target sequence (P84022 whole entry, looked up): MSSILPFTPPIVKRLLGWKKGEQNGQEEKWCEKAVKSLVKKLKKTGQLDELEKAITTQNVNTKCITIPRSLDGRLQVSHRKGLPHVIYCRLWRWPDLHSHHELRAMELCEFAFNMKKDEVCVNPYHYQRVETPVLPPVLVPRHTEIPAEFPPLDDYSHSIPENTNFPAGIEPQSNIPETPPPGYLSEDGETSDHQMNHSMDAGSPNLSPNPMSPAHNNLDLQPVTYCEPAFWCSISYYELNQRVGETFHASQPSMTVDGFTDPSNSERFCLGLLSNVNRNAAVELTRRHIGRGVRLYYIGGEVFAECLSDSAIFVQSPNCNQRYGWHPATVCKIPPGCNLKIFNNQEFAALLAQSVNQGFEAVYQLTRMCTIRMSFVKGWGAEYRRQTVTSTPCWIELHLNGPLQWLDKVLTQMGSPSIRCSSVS
PTK2B oligo ant – blocks oligomerization of human Pyk2 in cells; Q293 cells, Pyk2 FERM NanoBiT luminescence; hits give low values; Q14289; z-score (the deposit names both 25 µM and 10 µM); 99,000 tested, 0.83% active;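 active = Z-score of -3 or lower, scaled per plate to the spread of control and sample wells; inactive = z-score above -3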;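 also: negative z-score means lost luminescence so less FERM oligomerization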
H69AR growth 86K – growth inhibitors of human H69AR lung tumor cells. H69AR lung tumor viability, ATP luminescence, 72 h; hits give low values. viability, % at 10 µM. 85,000 tested, 6% active. AID 598;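 active = viability at or below 40%; inactive = viability above 40%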;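 also: multidrug resistant small cell line overexpressing MRP-1 efflux transporter; 100% = mean luminescence of untreated control wells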
HUVEC inhibit – blocks proliferation of human endothelial cells. HUVEC proliferation, CellTiter-Glo luminescence, 72 h; hits give low values. viability, % at 10 µM (by protocol). 86,000 tested, 1.1% active. AID 648;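 active = viability at or below 30%; inactive = viability above 30%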;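 also: 100% = median luminescence of DMSO-only cell control wells on each plate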
Lung fibro prol – blocks proliferation of human lung fibroblasts | AID 719 | LL 47 human lung fibroblast viability, ATP luminescence; hits give low values | viability, % at 10 µM | 85,000 tested, 1.1% active;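 active = viability at or below 50% in the single dose screen; inactive = viability above 50%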;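 also: compound exposure lasted 72 h before the ATP readout; 100% = median luminescence of untreated cell-only wells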
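Signal: luminescent ATP detection, CellTiter-Glo; assay system: LL 47 human lung fibroblasts; input: 1,150 cells/well; incubation: overnight cell rest, 72 h compound treatment at 37 °C; measure: % viability versus median cells-only luminescence; medium: IMEM growth medium with 15% fetal bovine serum; dosing: compound addition at 0.1% DMSO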
HUVEC tox TNFa – HUVEC cytotoxicity counter-screen, TNF alpha stimulated; 93,000 tested, 0.17% active; HUVEC TNFalpha-stimulated, Hoechst cell count, imaging; AID 848; cell count reduction, % at 2 µM;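 active = cell count reduction exceeding the screen mean by over 5 SD, scaled to untreated wells per plate, cut at about 78% in these data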;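 also: cells counted after 24 h of TNF alpha exposure following the 1 h pretreatment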
IL1B cytotox – toxic to HUVEC cells under IL-1B stimulation; HUVEC cell count loss, Hoechst imaging, IL-1B stimulated; cell count reduction, % at 2 µM; 94,000 tested, 0.41% active; AID 845;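 active = cell count reduction more than 3 SD above the screen-wide mean, cut at about 70% in these data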;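 also: normalized per plate to untreated control cells as the no-loss baseline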
VCAM1 TNFa inh – reduces TNF alpha induced VCAM1 expression in HUVEC; AID 802; 95,000 tested, 0.48% active; inhibition, % at 2 µM; HUVEC TNFa-induced VCAM-1 immunofluorescence, high-content imaging;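 active = inhibition above the batch mean plus 3 SD, with images confirmed as a hit by eye, cut at about 37% in these data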;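 also: 0% = TNF-stimulated DMSO wells and 100% = unstimulated control wells; not every result past the cut was called active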
An asterisk follows results filed as active; · = no result given; [ ] = dose if it differs, or a comment. Only part of the results is shown, so the mix of outcomes need not match the whole.

SMILES	cytoskel mod	Smad3 inh	PTK2B oligo ant	H69AR growth 86K	HUVEC inhibit	Lung fibro prol	HUVEC tox TNFa	IL1B cytotox	VCAM1 TNFa inh
c1ccc(-c2nc3ccccn3c2NCc2ccc3c(c2)OCO3)cc1	0	7	-0.3	65	84	93	11	2	10
Cc1ccc2nc3c(cc(C#N)c(=O)n3CC3CCCO3)c(=O)n2c1 (stereo not drawn)	·	2	·	70	49	88	·	·	·
COc1ccccc1OCc1nnc(SCC(=O)Nc2ccc(C)cc2)n1C	-52	7	0.4	92	97	111	·	-11	·
CCCSc1nsc(NC(=O)C(c2ccccc2)c2ccccc2)n1	1	0	-3.1*	18*	68	87	-24	-48	10
COc1cc(C(=O)NC(=S)Nc2ccc(Cl)c(C(=O)O)c2)cc(OC)c1OC	3	·	-0.18	·	·	·	-4	2	15
CC[n+]1c(/C=C2/C=C(C)CC(C)(C)C2)sc2ccc(OC)cc21	-18	·	-1.3	·	·	·	-23	16	3
O=C(CSc1ncnc2ccccc12)N1CCN(c2ccccc2)CC1	6	-15	·	56	83	92	-15	-27	-2
COc1ccc(NC(=O)c2cc3cc(OC)ccc3oc2=N)cc1	·	-2	-0.31	78	96	93	·	·	·
CCNS(=O)(=O)c1ccc(NC(=O)c2ccccc2)cc1	4	-8	-0.19	101	109	111	-14	70	0
CCOC(=O)N1CCN(C(=O)C2CCN(S(=O)(=O)N(CC)CC)CC2)CC1	13	0	0.19	95	97	108	-26	7	-1
CCOC(=O)N1CCC(c2cc(=O)n3[nH]cc(C(=O)OC)c3n2)CC1	-6	-4	·	84	90	94	5	-6	4
Cc1cc(C(F)(F)F)n2ncc(-c3ccc(F)cc3)c2n1	3	8	0.05	107	95	88	-16	3	3
COC(=O)c1nnn(CC(=O)Nc2cccc(OC)c2)c1C(=O)OC	10	7	1.4	94	94	94	6	0	4
COc1ccccc1S(=O)(=O)Cc1ccc(C(=O)NCc2ccc3c(c2)OCO3)o1	-2	-3	·	89	109	95	-17	-18	17
O=C(CSc1nnc(-c2ccc(O)cc2)o1)N1CCOCC1	·	4	0.05	78	87	98	·	·	·
CC(C)CC(=O)Nc1nc2c(c(=O)[nH]1)CCCC2	-10	7	-0.03	87	95	104	-8	10	-2
O=C(O)c1[nH]c2ccc(Cl)cc2c1CC(=O)N1CCN(C(=O)c2ccco2)CC1	15	0	0.02	98	103	98	-23	20	-4
Cc1c(NC(=O)CSc2nnc3c4ccccc4n(CCc4ccccc4)c3n2)c(=O)n(-c2ccccc2)n1C	-3	·	-0.38	·	·	·	-38	24	-4
CC1CCN(CCCNC(=O)C2CCC(=O)N2C2CCCC2)CC1 (stereo not drawn)	9	5	3	100	86	105	-10	-8	0
Nc1ccc2c(c1)C(=O)N(CC1CCCO1)C2=O (stereo not drawn)	6	-2	-0.15	93	103	97	-30	8	21
CCOC(=O)c1c(NC(=O)CN2CCCCC2)sc2c1CCC(C=O)=C2Cl	-18	·	-3.1*	·	·	·	4	8	9
CCCN=C(C)c1c(-c2ccccc2)[nH]n(-c2nc3ccccc3s2)c1=O	·	-5	-1.1	93	85	96	0	-13	-13
CCOC(=O)N1CCC(NC(=O)c2sc3nc4n(c(=O)c3c2C)CCCC4)CC1	-6	-8	0.33	105	88	100	-24	-46	11
CCOc1ccc2nc(NC(=O)CN3CCN(c4ccccn4)CC3)sc2c1	4	-16	·	96	106	103	24	12	24
CNC(=O)/C(C#N)=C/c1ccc(-c2ccc(OC)cc2[N+](=O)[O-])o1	12	·	-0.51	·	·	·	-21	-21	0
O=C1CC2CS(=O)(=O)CC2N1C1CCCCC1 (stereo not drawn)	6	-4	·	95	105	102	-22	-7	0
CCOC(=O)c1ccc(NC(=O)C2CCN(S(=O)(=O)c3ccccc3)CC2)cc1	-14	·	·	·	·	·	-12	38	2
O=C(O)C1CC(=O)N(c2ccc(F)c(F)c2)C1 (stereo not drawn)	·	7	0.14	89	107	88	·	-22	·
Cc1noc(C)c1CSc1nc2sc(C)c(C)c2c(=O)n1C1CCCC1	-4	1	-0.65	48	76	92	13	25	-22
CN(C)CCCNC(CC(=O)Nc1ccc(Cl)cc1)C(=O)O (stereo not drawn)	·	1[fluorescence artefact?]	·	98	99	102	·	·	·

A second format for some results above.
| smiles | cytoskel mod | Smad3 inh | PTK2B oligo ant | H69AR growth 86K | HUVEC inhibit | Lung fibro prol | HUVEC tox TNFa | IL1B cytotox | VCAM1 TNFa inh |
| --- | --- | --- | --- | --- | --- | --- | --- | --- | --- |
| CC[n+]1c(/C=C2/C=C(C)CC(C)(C)C2)sc2ccc(OC)cc21 | -18 | · | -1.3 | · | · | · | -23 | 16 | 3 |
| O=C(CSc1ncnc2ccccc12)N1CCN(c2ccccc2)CC1 | 6 | -15 | · | 56 | 83 | 92 | -15 | -27 | -2 |
| COc1ccc(NC(=O)c2cc3cc(OC)ccc3oc2=N)cc1 | · | -2 | -0.31 | 78 | 96 | 93 | · | · | · |
| CCNS(=O)(=O)c1ccc(NC(=O)c2ccccc2)cc1 | 4 | -8 | -0.19 | 101 | 109 | 111 | -14 | 70 | 0 |
| CCOC(=O)N1CCN(C(=O)C2CCN(S(=O)(=O)N(CC)CC)CC2)CC1 | 13 | 0 | 0.19 | 95 | 97 | 108 | -26 | 7 | -1 |
| CCOC(=O)N1CCC(c2cc(=O)n3[nH]cc(C(=O)OC)c3n2)CC1 | -6 | -4 | · | 84 | 90 | 94 | 5 | -6 | 4 |
| Cc1cc(C(F)(F)F)n2ncc(-c3ccc(F)cc3)c2n1 | 3 | 8 | 0.05 | 107 | 95 | 88 | -16 | 3 | 3 |
| COC(=O)c1nnn(CC(=O)Nc2cccc(OC)c2)c1C(=O)OC | 10 | 7 | 1.4 | 94 | 94 | 94 | 6 | 0 | 4 |
| COc1ccccc1S(=O)(=O)Cc1ccc(C(=O)NCc2ccc3c(c2)OCO3)o1 | -2 | -3 | · | 89 | 109 | 95 | -17 | -18 | 17 |
| O=C(CSc1nnc(-c2ccc(O)cc2)o1)N1CCOCC1 | · | 4 | 0.05 | 78 | 87 | 98 | · | · | · |
| CC(C)CC(=O)Nc1nc2c(c(=O)[nH]1)CCCC2 | -10 | 7 | -0.03 | 87 | 95 | 104 | -8 | 10 | -2 |
| O=C(O)c1[nH]c2ccc(Cl)cc2c1CC(=O)N1CCN(C(=O)c2ccco2)CC1 | 15 | 0 | 0.02 | 98 | 103 | 98 | -23 | 20 | -4 |
| Cc1c(NC(=O)CSc2nnc3c4ccccc4n(CCc4ccccc4)c3n2)c(=O)n(-c2ccccc2)n1C | -3 | · | -0.38 | · | · | · | -38 | 24 | -4 |
| CC1CCN(CCCNC(=O)C2CCC(=O)N2C2CCCC2)CC1 (stereo not drawn) | 9 | 5 | 3 | 100 | 86 | 105 | -10 | -8 | 0 |

The list continues.
SMILES	cytoskel mod	Smad3 inh	PTK2B oligo ant	H69AR growth 86K	HUVEC inhibit	Lung fibro prol	HUVEC tox TNFa	IL1B cytotox	VCAM1 TNFa inh
Cn1c(=O)oc2cc(S(=O)(=O)Nc3ccc4c(c3)OCO4)ccc21	·	10	-0.31	97	76	85	25	-12	10
CN(C)S(=O)(=O)c1ccc(C(=O)Nc2ccccn2)cc1	1	5	0.52	98	101	103	-9	-10	11
CC(C)CNC(=S)NNC(=O)c1csc2c1CCCC2	4	·	0.76	·	·	·	-23	-22	11
O=C(NCc1cccnc1)NC1(C(F)(F)F)Oc2ccc(Cl)cc2O1 (stereo not drawn)	-3	-4	·	31*	51	70	-14	-4	13
CCOc1ccc(N/C=C/C(=O)c2ccc(C)cc2)c([N+](=O)[O-])c1	-16	·	0.35	·	·	·	-11	-34	-7
COCCCn1c(N)c(-c2nc3ccccc3n2C)c2nc3ccccc3nc21	·	21	-2.5	62	69	91	-19	-13	-10
CCCCn1c(N)c(Sc2ccccc2)c(=O)[nH]c1=O	·	-26	-1.4	91	103	103	-3	12	18
CC(C)CC(=O)Nc1cc(C(F)(F)F)ccc1N1CCOCC1	·	-6	-0.06	81	100	93	-64	-19	31
CN1CCCC1CCNC1C2CC3CC(C2)CC1C3 (stereo not drawn)	13	·	-0.02	·	·	·	2	-9	10
CCN1CNC(=S)N(c2cccc(C)c2C)C1	11	96*	0.19	95	94	100	1	-12	-4
O=C(CCS(=O)(=O)Cc1ccccc1)NCC1CCCO1 (stereo not drawn)	6	-3	0.38	93	93	95	-22	-2	19
CCOC(=O)c1nn(-c2ccc(Br)cc2)cc1C(=O)c1cccc2ccccc12	22	·	-1.1	·	·	·	-5	-9	-4
CCCCCCc1c(O)c2ccccc2[nH]c1=O	8	-2	0.65	·	97	103	-43	-29	-1
COc1cccc(-n2ccnc2SCC(=O)NCc2ccccc2)c1	-26	0	0.53	·	95	105	-21	-3	7
Cc1oc2nc(SCC(=O)NCCCO)nc(N)c2c1C	-5	-4	-1.2	87	91	96	6	·	13
CCCn1nnc(NC(=O)c2cc(Br)cc(Br)c2OC)n1	-45	-17	0.36	107	106	102	5	12	5
CCC(=O)Nc1cc2nn(-c3ccc(OC)cc3)nc2cc1C	·	5	-0.02	87	98	93	·	·	·
COc1ccccc1CNC(=O)c1ccc(SC)cc1OC	-21	·	-1.1	·	·	·	4	-10	19
C=CCNc1nnc(C)c2ccccc12	-16	8	-0.05	99	90	109	-32	-1	6
CCOc1ccccc1OCC(=O)NCc1ccco1	-2	8	0.94	47	95	97	6	-58	15
Cn1c(SCC(=O)O)nc2ccccc2c1=O	8	5	1	97	106	97	-10	-8	-76
CCCCC1(C)NC(=O)c2c(C)sc(C(=O)OCC)c2N1 (stereo not drawn)	-24	-12	-0.74	57	83	77	3	4	19
CC(CCc1ccccc1)NC(=O)CN1CCN(Cc2ccccc2)C1=O (stereo not drawn)	10	8	-0.56	96	95	96	-18	2	10
CC(C)(C)c1ccc(N2C(=O)Cc3c2nc(N)c(C#N)c3N)cc1	0	9[fluorescence artefact?]	-0.24	64	87	87	-6	4	24
CCOC(=O)c1sc2nc(N3CCOCC3)c3c(c2c1N)CCN(Cc1ccccc1)C3	-13	-8	2	81	75	101	-7	8	-6
CCN(CC)S(=O)(=O)c1cccc(-c2nnc(SCc3nnc(-c4ccccc4)o3)n2C)c1	-5	5	1.5	74	91	96	-5	1	-36
CC(=O)Oc1cc2c(C(C)=O)coc2c2ccccc12	9	2	0.35	93	85	103	-49	2	12
CC(C)(O)C(=O)NN(C(=O)c1ccccc1)c1cccc(Br)c1	-5	9	0.09	100	109	99	-4	-5	6
CCN(CC)CCN1C(=O)C(O)=C(C(=O)c2sc(C)nc2C)C1c1cccnc1 (stereo not drawn)	5	1	1.8	89	91	92	5	14	1
CC(C)NC(=O)c1cccc(Cn2cc(Cl)cn2)c1	-13	-1	1.9	95	99	98	-14	-12	12
COc1ccc(C(=O)Nc2ccc(N3CCN(c4ccc(OC)cc4)CC3)c(C#N)c2)cc1	·	13[fluorescence artefact?]	1.1	97	98	95	·	·	·
O=C(NCc1ccccn1)c1cccs1	-4	8	2	94	92	97	-10	-5	-4
CCn1nc(NC(=O)c2ccncc2)c2cc3ccc(C)cc3nc21	-30	4	-2.2	73	88	97	-12	10	-6
